HP1b chromo inh = HP1-beta chromodomain-methylated histone interaction inhibition | P83916 | AlphaScreen HP1-beta / biotin-H3K9me3 peptide binding | Potency, µM (highest dose often 114 µM), without a hit: top-dose activity change, negative = inhibition, most hits filed as inhibitors | actives 0.56% (n = 390,000) | AID 540317; also: potency is read from the fitted curve at half-maximal effect; nearly all actives have a fitted effect of over 70% in size; inactives centre near 23
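AlphaScreen: HP1-beta (50 nM) preformed 30 min with biotin-H3(1-18)K9me3 peptide (50 nM) in PBS pH 7.4, 0.01% Tween-20. Compound added for 30 min at RT, then streptavidin donor/nickel chelate acceptor beads (10 ug/mL) for 30 min.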
Pin1 inhibitor = inhibitors of human Pin1 | Q13526 | Pin1 FP peptide displacement, HiFluor488, 10 min | Potency, µM (highest dose often 115 µM), inactives show at the top dose activity, negative = inhibition, usual class: inhibitors | actives 0.009% (n = 390,000); active = well fitted inhibition curve with a large enough effect in the polarisation, with a control signal flat, not every such curve was filed as active; inconclusive = small, poorly fitted or top-dose-only effect, or effect the other way, or a change in a side signal; inactive = no such curve, though single readings can be large or run the other way; the % refers to the polarisation; also: potency is read from the fitted curve at half-maximal effect; % is scaled to controls: 0 for no effect and ±100 for the full control effect
JMJD2A Tudor = JMJD2A Tudor domain (human) inhibition. AlphaScreen JMJD2A-Tudor / H3K4me3 peptide binding. Potency, µM (series often up to 114 µM), for the others: top-dose activity change, negative = inhibition, actives largely listed as inhibitors. actives 4.4% (n = 390,000). O75164; also: potency is read from the fitted curve at half-maximal effect; % is scaled to controls: 0 for no effect and ±100 for the full control effect; nearly all actives have a fitted effect of over 50% in size
POLH inh = inhibitors of human DNA polymerase eta; Q9Y253; AID 588591; recombinant Pol eta, fluorescent DNA replication assay; actives 1.2% (n = 390,000); Potency, µM (highest dose often 114 µM), inactives show top-dose activity change, negative = inhibition, usual class: inhibitors; also: potency is read from the fitted curve at half-maximal effect; % is scaled to controls: 0 for no effect and ±100 for the full control effect
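Fluorescent replication assay: 50 nM final substrate added after a 15 min room-temperature compound preincubation with 10 nM enzyme. Signal taken at 0 min and again at 10 min.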
G9a inh = G9a (human) methyltransferase inhibition | G9a H3K9 monomethylation, AlphaScreen, 2 h | Potency, µM (top dose mostly 102 µM), for inactives: at the highest dose activity, negative = inhibition, hits mostly inhibitors | actives 8.8% (n = 350,000); also: potency is read from the fitted curve at half-maximal effect; % is scaled to controls: 0 for no effect and ±100 for the full control effect; nearly all actives have a fitted effect of over 75% in size
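Using a bead-based AlphaScreen, monomethylated H3K9 product from 2 h room-temperature reactions (G9a 20 nM, peptide 500 nM, SAM 20 uM) was detected with 0.5 ug/mL rabbit anti-H3K9me1 antibody.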
PI4K2A inh = PI4K2A (human) kinase inhibition; purified PI4K2A, ADP-Glo luminescence, 1 h; stronger effect = lower value; activity change, negative = inhibition, % at 76.9 µM; actives 0.13% (n = 420,000); AID 1346378; in the data active = activity change below about -50%; inconclusive = mostly about -30% to -49%;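 also: -100% = wells without enzyme as full effect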
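ADP-Glo luminescence measured ADP generated by PI4K2A enzyme (4 ug/mL before mixing) with 1.2 mM PI substrate (pre-mix) and 300 microM ATP (pre-mix). Tris pH7.5 buffer with MgCl2, Triton X-100; 1 h reaction at ambient temperature.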
PGK inhibitor = T. brucei PGK inhibition. Potency, µM (doses to about 57.5 µM), for the others: top-dose activity change, negative = inhibition, actives largely listed as inhibitors. actives 0.043% (n = 380,000). P07378. PGK/GAPDH coupled, Kinase-Glo luminescence, 60 min; also: potency is read from the fitted curve at half-maximal effect; % is scaled to controls: 0 for no effect and ±100 for the full control effect; nearly all actives have a fitted effect of over 60% in size
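Recombinant glycosomal PGK reaction used 1,3-bisphosphoglycerate generated in-well by GAPDH (100nM final) in 100mM TEA pH 7.6, 5mM MgCl2, 0.01% Tween-20. After 60 minutes at room temperature, ATP was read by Kinase-Glo Plus luminescence end-point.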
GLS inhibitor = glutaminase GLS (human) inhibition; actives 0.21% (n = 410,000); GLS enzymatic activity, qHTS titration; Potency, µM (series often up to 45.5 µM), inactives show at the highest dose activity change, negative = inhibition, hits mostly inhibitors; O94925; AID 624170; also: potency is read from the fitted curve at half-maximal effect; % is scaled to controls: 0 for no effect and ±100 for the full control effect
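hKGA in 45 mM KH2PO4 (pH 8.2), 0.02% Tween-20 with compound, then 1mM L-Glutamine (stock as added) plus glutamate oxidase/HRP/Amplex red coupling mix. Fluorescence read initially and after 30 min at RT; signal change reflects glutamate formation.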
BAZ2B block = BAZ2B (human) inhibition | AlphaScreen BAZ2B-H3K14Ac peptide displacement | Potency, µM (series often up to 114 µM), for inactives: at the top dose activity change, negative = inhibition, hits mostly inhibitors | actives 4.4% (n = 360,000) | AID 504333; also: potency is read from the fitted curve at half-maximal effect; % is scaled to controls: 0 for no effect and ±100 for the full control effect; nearly all actives have a fitted effect of over 60% in size
Target sequence (Q9UIF8 whole entry, looked up): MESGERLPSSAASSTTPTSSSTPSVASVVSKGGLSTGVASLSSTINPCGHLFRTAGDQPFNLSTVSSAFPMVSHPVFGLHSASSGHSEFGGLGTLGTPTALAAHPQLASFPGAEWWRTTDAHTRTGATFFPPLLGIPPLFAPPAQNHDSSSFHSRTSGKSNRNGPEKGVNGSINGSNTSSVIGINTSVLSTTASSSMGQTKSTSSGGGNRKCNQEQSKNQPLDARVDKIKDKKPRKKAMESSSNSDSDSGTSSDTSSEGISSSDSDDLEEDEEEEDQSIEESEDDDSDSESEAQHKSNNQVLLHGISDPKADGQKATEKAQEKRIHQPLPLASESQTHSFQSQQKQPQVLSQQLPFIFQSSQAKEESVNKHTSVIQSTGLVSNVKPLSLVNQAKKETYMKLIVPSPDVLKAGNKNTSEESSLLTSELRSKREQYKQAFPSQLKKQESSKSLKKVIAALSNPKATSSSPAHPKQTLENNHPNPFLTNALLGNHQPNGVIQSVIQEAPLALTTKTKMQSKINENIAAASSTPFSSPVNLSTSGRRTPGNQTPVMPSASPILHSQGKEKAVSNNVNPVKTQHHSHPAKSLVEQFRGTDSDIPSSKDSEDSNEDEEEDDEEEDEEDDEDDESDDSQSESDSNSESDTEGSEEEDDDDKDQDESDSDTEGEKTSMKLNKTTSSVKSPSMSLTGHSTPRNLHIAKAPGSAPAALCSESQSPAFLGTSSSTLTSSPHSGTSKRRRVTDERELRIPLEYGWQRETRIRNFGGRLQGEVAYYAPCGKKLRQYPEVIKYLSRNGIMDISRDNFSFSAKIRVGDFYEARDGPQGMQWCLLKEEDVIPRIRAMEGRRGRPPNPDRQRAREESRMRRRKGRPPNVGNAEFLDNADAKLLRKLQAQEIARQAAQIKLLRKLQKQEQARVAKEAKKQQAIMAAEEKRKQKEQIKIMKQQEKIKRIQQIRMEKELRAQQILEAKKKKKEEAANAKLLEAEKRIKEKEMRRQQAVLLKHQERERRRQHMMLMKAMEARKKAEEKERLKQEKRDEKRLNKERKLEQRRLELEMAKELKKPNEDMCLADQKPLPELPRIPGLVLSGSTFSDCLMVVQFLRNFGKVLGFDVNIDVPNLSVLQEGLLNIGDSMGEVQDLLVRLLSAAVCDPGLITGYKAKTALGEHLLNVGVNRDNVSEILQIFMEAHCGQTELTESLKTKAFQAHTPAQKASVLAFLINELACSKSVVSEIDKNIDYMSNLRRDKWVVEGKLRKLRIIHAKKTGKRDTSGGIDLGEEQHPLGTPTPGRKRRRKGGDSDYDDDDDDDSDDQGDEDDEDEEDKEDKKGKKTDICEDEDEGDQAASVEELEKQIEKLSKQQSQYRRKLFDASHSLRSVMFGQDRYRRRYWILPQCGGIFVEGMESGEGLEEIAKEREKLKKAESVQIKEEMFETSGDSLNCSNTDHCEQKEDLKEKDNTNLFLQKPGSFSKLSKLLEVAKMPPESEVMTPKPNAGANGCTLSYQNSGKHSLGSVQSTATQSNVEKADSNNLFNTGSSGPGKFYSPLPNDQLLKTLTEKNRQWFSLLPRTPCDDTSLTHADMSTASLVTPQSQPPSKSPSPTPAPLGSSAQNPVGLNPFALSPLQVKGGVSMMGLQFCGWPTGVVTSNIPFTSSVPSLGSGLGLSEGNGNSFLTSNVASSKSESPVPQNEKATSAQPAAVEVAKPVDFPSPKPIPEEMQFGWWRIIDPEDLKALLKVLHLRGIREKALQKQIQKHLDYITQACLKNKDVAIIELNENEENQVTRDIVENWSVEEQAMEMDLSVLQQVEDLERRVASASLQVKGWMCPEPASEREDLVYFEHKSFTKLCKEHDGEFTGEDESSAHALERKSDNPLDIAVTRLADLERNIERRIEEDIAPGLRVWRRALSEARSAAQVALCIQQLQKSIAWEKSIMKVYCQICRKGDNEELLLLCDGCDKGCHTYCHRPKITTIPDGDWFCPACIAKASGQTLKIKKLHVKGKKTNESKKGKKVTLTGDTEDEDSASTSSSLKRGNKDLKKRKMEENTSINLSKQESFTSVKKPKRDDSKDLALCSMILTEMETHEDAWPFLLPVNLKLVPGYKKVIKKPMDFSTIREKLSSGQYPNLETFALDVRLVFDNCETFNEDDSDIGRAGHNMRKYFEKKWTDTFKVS
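BAZ2B 50 nM plus b-H3(5-23)K14Ac 50 nM, PBS pH 7.4/0.01% Tween-20, 30 min RT; compound added (max 110 uM), 30 min RT; streptavidin donor/Ni-chelate acceptor beads 10 ug/mL final, 20 min dark; AlphaScreen read.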
* marks the source's active call; other numbers are inactive results; & = joins results of further samples; [ ] = another dose, or the depositor's remark. Unless noted, calls follow the shape of the dose curve; as a rule, active = well fitted curve in the direction sought with a large enough effect; inconclusive = small, poorly fitted or top-dose-only effect, or another doubt; inactive = no such curve, though single readings can be large; an effect the other way counts as inactive or inconclusive. The list is partial. The share of hits here may be higher or lower than overall.

What do the screens show for `COc1ccc(/C=N/Nc2nc(-c3ccc(C)cc3)c(C#N)c(=O)[nH]2)cc1`?
HP1b chromo inh: 55%[activator]; Pin1 inhibitor: 37%[activator]; JMJD2A Tudor: inconclusive; POLH inh: -15%; G9a inh: inconclusive; PI4K2A inh: 2; PGK inhibitor: 8%; GLS inhibitor: 2%; BAZ2B block: 0%

Results for Cc1cccc(NC(=O)COc2coc(CN3CCN(c4ccccc4)CC3)cc2=O)c1C ?
HP1b chromo inh: 1%; Pin1 inhibitor: -8%; JMJD2A Tudor: -20%; POLH inh: 1%; G9a inh: -25%; PI4K2A inh: 1; PGK inhibitor: 2%; GLS inhibitor: 13%; BAZ2B block: -10%

How did CCc1noc(C)c1C(=O)N(C)CC(=O)Nc1ccc(F)c(F)c1F do in these assays?
HP1b chromo inh: 55%[activator]; Pin1 inhibitor: -2%; JMJD2A Tudor: 3%; POLH inh: -4%; G9a inh: -6%; PI4K2A inh: -3; PGK inhibitor: -4%; GLS inhibitor: -25%; BAZ2B block: -3%

How did COc1cc(OC)cc(C(=O)N[C@H](C(=O)Nc2nc3ccccc3[nH]2)C(C)C)c1 do in these assays?
HP1b chromo inh: 19%; Pin1 inhibitor: 5%; JMJD2A Tudor: -14%; POLH inh: 1%; G9a inh: -2%[59 µM]; PI4K2A inh: 2; PGK inhibitor: -2%; GLS inhibitor: 2%; BAZ2B block: -23%

Results for O=C(COC(=O)c1ccccc1Nc1ccccc1)Nc1ccccc1 ?
HP1b chromo inh: 70%[activator]; Pin1 inhibitor: -4%; JMJD2A Tudor: -20%[57.1 µM]; POLH inh: -3%; G9a inh: 8%[59 µM]; PI4K2A inh: -4; PGK inhibitor: -14%; GLS inhibitor: 3%; BAZ2B block: 10%

Results for CC(=O)c1cc(C#N)c(SCc2ccc(F)cc2)nc1C ?
HP1b chromo inh: 40%[activator]; Pin1 inhibitor: -1%; JMJD2A Tudor: -6%; POLH inh: -13%; G9a inh: 54%[activator][12.7 µM]; PI4K2A inh: -1; PGK inhibitor: -10%; GLS inhibitor: 0%; BAZ2B block: 10%

Results for CCCCn1c(N)c(N(CCC)C(=O)C2CCCC2)c(=O)[nH]c1=O ?
HP1b chromo inh: 44%[activator]; Pin1 inhibitor: -9%; JMJD2A Tudor: 6%; POLH inh: -4%; G9a inh: inconclusive; PI4K2A inh: 4; PGK inhibitor: inactive; GLS inhibitor: -2%; BAZ2B block: -2%

How did COc1ccccc1C(=O)C1CCCN(C(=O)Nc2ccccc2F)C1 (centres undefined) do in these assays?
HP1b chromo inh: 40%[activator]; Pin1 inhibitor: 1%; JMJD2A Tudor: 2%; POLH inh: -12%; G9a inh: 30%; PI4K2A inh: -3; PGK inhibitor: -9%; GLS inhibitor: -6%; BAZ2B block: -1%

What do the screens show for `COc1ccc(C(=O)NCCSCc2ccco2)cc1OC`?
HP1b chromo inh: 15%; Pin1 inhibitor: -23%; JMJD2A Tudor: -5%; POLH inh: -13%; G9a inh: -13%; PI4K2A inh: 14; PGK inhibitor: inactive; GLS inhibitor: -8%; BAZ2B block: 5%

Results for Cc1cc(C(=O)Nc2ccc3c(c2)OCCO3)c(C)o1 ?
HP1b chromo inh: -25%; Pin1 inhibitor: 1%; JMJD2A Tudor: -26%[57.1 µM]; POLH inh: -2%; G9a inh: inconclusive; PI4K2A inh: 3; PGK inhibitor: -16%; GLS inhibitor: -3%; BAZ2B block: -8%

Results for Cc1ccc(NC(=O)c2cccc(N3CCCS3(=O)=O)c2)cc1C ?
HP1b chromo inh: 16%; Pin1 inhibitor: -10%; JMJD2A Tudor: -15%; POLH inh: -13%; G9a inh: 6%[59 µM]; PI4K2A inh: -5; PGK inhibitor: -7%; GLS inhibitor: -9%; BAZ2B block: -14%

Results for CCN(CC)CCC(=O)Nc1cccc2c1C(=O)c1ccccc1C2=O ?
HP1b chromo inh: -23%; Pin1 inhibitor: 8%; JMJD2A Tudor: inconclusive; POLH inh: -28%; G9a inh: 40µM*; PI4K2A inh: -3; PGK inhibitor: -3%; GLS inhibitor: 47%[activator]; BAZ2B block: inconclusive

Results for Cc1cc(C(=O)OCC(=O)N2CC(=O)Nc3ccccc32)c(C)n1-c1ccccc1 ?
HP1b chromo inh: inconclusive; Pin1 inhibitor: 5%; JMJD2A Tudor: 56µM*; POLH inh: -5%; G9a inh: inconclusive; PI4K2A inh: 4; PGK inhibitor: inactive; GLS inhibitor: 5%; BAZ2B block: 50µM*

How did O=C(CSc1ccccc1)N1CCCC(Nc2ccccc2)C1 (centres undefined) do in these assays?
HP1b chromo inh: -3%; Pin1 inhibitor: inconclusive; JMJD2A Tudor: 16µM*; POLH inh: -18%; G9a inh: -5%; PI4K2A inh: -2; PGK inhibitor: 6%; GLS inhibitor: -21%; BAZ2B block: -31%

What do the screens show for `COc1cc(CNC[C@H]2O[C@@H](n3cc(C)c(=O)[nH]c3=O)C[C@@H]2O)ccc1OCc1cccc(Cl)c1`?
POLH inh: -19%; PI4K2A inh: -3; PGK inhibitor: 3%; GLS inhibitor: 8%

What do the screens show for `Cc1nc2nc(CSc3ccc(Cl)cc3)cc(=O)n2[nH]1`?
HP1b chromo inh: 42%[activator]; Pin1 inhibitor: 18%; JMJD2A Tudor: -3%; POLH inh: inconclusive; G9a inh: inconclusive; PI4K2A inh: -5; PGK inhibitor: 3%; GLS inhibitor: 2%; BAZ2B block: 5%

How did CNC(=O)c1ccsc1NC(=O)c1ccc2c(c1)CCCC2 do in these assays?
HP1b chromo inh: 33%; Pin1 inhibitor: 3%; JMJD2A Tudor: -18%; POLH inh: -9%; G9a inh: 3%; PI4K2A inh: -8; PGK inhibitor: -9%; GLS inhibitor: 2%; BAZ2B block: 0%

Results for CC[C@]12c3[nH]c4ccc(Cl)cc4c3CCN1C(=O)[C@@H](CC(=O)NCc1cccc(C(F)(F)F)c1)C[C@@H]2C(=O)N1CCN(C(=O)c2ccco2)CC1 ?
HP1b chromo inh: 18%; Pin1 inhibitor: 12%; JMJD2A Tudor: -23%; POLH inh: -15%; PI4K2A inh: 0; PGK inhibitor: -2%; GLS inhibitor: -5%

How did O=C(NCc1cccc(CNC(=O)C(=O)NCC2CCCO2)c1)C(=O)NCC1CCCO1 (centres undefined) do in these assays?
HP1b chromo inh: 41%[activator]; Pin1 inhibitor: -5%; JMJD2A Tudor: -21%[11.4 µM]; POLH inh: -19%; PI4K2A inh: 3; PGK inhibitor: -2%; GLS inhibitor: 2%; BAZ2B block: 5%

Results for COc1cccc(CSc2nnc(-c3ccc(F)cc3)o2)c1 ?
HP1b chromo inh: 177%[activator]; Pin1 inhibitor: inconclusive; JMJD2A Tudor: 100%[activator]; POLH inh: -3%; G9a inh: 16%[12.7 µM]; PI4K2A inh: 0; PGK inhibitor: 0%; GLS inhibitor: -5%; BAZ2B block: 87%[activator]

How did CCOc1ccc2nc(N3CCCC(C(=O)Nc4ccc(CC)cc4)C3)sc2c1 (centres undefined) do in these assays?
HP1b chromo inh: 38%; Pin1 inhibitor: -6%; JMJD2A Tudor: 3%; POLH inh: -9%; G9a inh: 4%[59 µM]; PI4K2A inh: -1; PGK inhibitor: 6%; GLS inhibitor: -1%; BAZ2B block: 0%

Results for C=CCOC(=O)C(C#N)c1nc2ccccc2nc1N1CCC(C(=O)OCC)CC1 (centres undefined) ?
HP1b chromo inh: 15%; Pin1 inhibitor: inconclusive; JMJD2A Tudor: -11%; POLH inh: 9%; G9a inh: -2%[59 µM]; PI4K2A inh: -10; PGK inhibitor: 7%; GLS inhibitor: 10%; BAZ2B block: 10%

What do the screens show for `CN(C)CCCN(Cc1ccccc1)C(=S)Nc1ccc(SC(F)F)cc1`?
HP1b chromo inh: 23%; Pin1 inhibitor: 3%; JMJD2A Tudor: -23%; POLH inh: -24%; G9a inh: -48%; PI4K2A inh: 8; PGK inhibitor: -8%; GLS inhibitor: 6%

How did CCc1cc(C(=O)N2CCN(c3ncc(C(F)(F)F)cc3Cl)CC2)sc1C do in these assays?
HP1b chromo inh: 73%[activator]; Pin1 inhibitor: inconclusive; JMJD2A Tudor: 31%; POLH inh: -9%; G9a inh: 41%; PI4K2A inh: -1; PGK inhibitor: -1%; GLS inhibitor: 10%; BAZ2B block: 53%[activator]

How did Cc1oc2ccc(NS(=O)(=O)c3ccc(F)cc3)cc2c1C(=O)O do in these assays?
HP1b chromo inh: 17%&32%; Pin1 inhibitor: -9%&-3%; JMJD2A Tudor: -4%&-15%; POLH inh: -12%&-2%; G9a inh: -14%; PI4K2A inh: 2&0; PGK inhibitor: 0%; GLS inhibitor: -4%&-9%; BAZ2B block: 1%&3%

What do the screens show for `COC(=O)C1C(=O)c2c([nH]c(C(=O)OC3CCCCCC3)c2C)CC1C` (centres undefined)?
HP1b chromo inh: 43%[activator]; Pin1 inhibitor: -3%; JMJD2A Tudor: -25%; POLH inh: -23%; G9a inh: 8%[59 µM]; PI4K2A inh: 5; PGK inhibitor: -8%; GLS inhibitor: 0%; BAZ2B block: -8%

Pulled by structure from above, two records:
Results for COc1cccc(CSc2nnc(-c3ccc(F)cc3)o2)c1 ?
HP1b chromo inh: 177%[activator]; Pin1 inhibitor: inconclusive; JMJD2A Tudor: 100%[activator]; POLH inh: -3%; G9a inh: 16%[12.7 µM]; PI4K2A inh: 0; PGK inhibitor: 0%; GLS inhibitor: -5%; BAZ2B block: 87%[activator]

What do the screens show for `CN(C)CCCN(Cc1ccccc1)C(=S)Nc1ccc(SC(F)F)cc1`?
HP1b chromo inh: 23%; Pin1 inhibitor: 3%; JMJD2A Tudor: -23%; POLH inh: -24%; G9a inh: -48%; PI4K2A inh: 8; PGK inhibitor: -8%; GLS inhibitor: 6%

Assay outcomes deposited in PubChem BioAssay by National Center for Advancing Translational Sciences (NCATS).
